RGS12 GoLoco inh – qHTS Assay for Inhibitors of RGS12 GoLoco Motif Activity (Red Fluorophore); Gai1:RGS12 GoLoco peptide FP, rhodamine, 10 min; Potency, µM (titrated, usually from 61.6 µM), for inactives: at the highest dose activity, negative = inhibition, actives largely listed as inhibitors; actives 0.44% (n = 230,000); active means well fitted inhibition curve with a large enough effect, not every such curve was filed as active; inactive means no such curve, though single readings can be large or run the other way; further: nearly all actives have a fitted effect of over 30% in size; many of its hits are not listed in these tables
KDM4E inh – qHTS Assay for Inhibitors of Human Jumonji Domain Containing 2E (JMJD2E); Potency, µM (top dose mostly 57.1 µM), inactives show top-dose activity change, negative = inhibition, usual class: inhibitors; Lysine-specific demethylase 4E (Homo sapiens), B2RXH2; AID 2147, 2009; JMJD2E catalytic domain, FDH-coupled NADH fluorescence (FDH is formaldehyde dehydrogenase); actives 1.6% (n = 230,000); active means well fitted inhibition curve with a large enough effect, not every such curve was filed as active; inconclusive means small, poorly fitted or top-dose-only effect, or another doubt; inactive means no such curve, though single readings can be large or run the other way;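 further: 0% = wells with enzyme and -100% = buffer wells without enzyme; nearly all actives have a fitted effect of over 50% in size; many of its hits are not listed in these tables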
Target sequence (B2RXH2 1-337 limits assumed): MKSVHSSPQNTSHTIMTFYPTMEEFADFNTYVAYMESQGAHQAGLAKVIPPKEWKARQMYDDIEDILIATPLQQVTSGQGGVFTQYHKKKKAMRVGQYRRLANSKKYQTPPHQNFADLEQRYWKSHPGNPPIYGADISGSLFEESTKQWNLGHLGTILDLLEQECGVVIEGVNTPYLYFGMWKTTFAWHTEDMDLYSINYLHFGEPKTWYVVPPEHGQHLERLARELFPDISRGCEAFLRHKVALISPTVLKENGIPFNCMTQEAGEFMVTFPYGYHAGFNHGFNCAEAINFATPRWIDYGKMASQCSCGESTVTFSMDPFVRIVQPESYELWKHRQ
RECQ1 inh – qHTS Assay for Inhibitors of RecQ-Like Dna Helicase 1 (RECQ1) | actives 0.54% (n = 240,000) | ATP-dependent DNA helicase Q1 (Homo sapiens), P46063 | RECQ1 DNA unwinding, red fluorescence kinetic read | Potency, µM (titrated, usually from 57.3 µM), inactives show top-dose activity, negative = inhibition, actives largely listed as inhibitors;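 further: plate controls were vehicle for no effect and no enzyme for full effect; nearly all actives have a fitted effect of over 30% in size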
Target sequence (P46063 whole entry, looked up): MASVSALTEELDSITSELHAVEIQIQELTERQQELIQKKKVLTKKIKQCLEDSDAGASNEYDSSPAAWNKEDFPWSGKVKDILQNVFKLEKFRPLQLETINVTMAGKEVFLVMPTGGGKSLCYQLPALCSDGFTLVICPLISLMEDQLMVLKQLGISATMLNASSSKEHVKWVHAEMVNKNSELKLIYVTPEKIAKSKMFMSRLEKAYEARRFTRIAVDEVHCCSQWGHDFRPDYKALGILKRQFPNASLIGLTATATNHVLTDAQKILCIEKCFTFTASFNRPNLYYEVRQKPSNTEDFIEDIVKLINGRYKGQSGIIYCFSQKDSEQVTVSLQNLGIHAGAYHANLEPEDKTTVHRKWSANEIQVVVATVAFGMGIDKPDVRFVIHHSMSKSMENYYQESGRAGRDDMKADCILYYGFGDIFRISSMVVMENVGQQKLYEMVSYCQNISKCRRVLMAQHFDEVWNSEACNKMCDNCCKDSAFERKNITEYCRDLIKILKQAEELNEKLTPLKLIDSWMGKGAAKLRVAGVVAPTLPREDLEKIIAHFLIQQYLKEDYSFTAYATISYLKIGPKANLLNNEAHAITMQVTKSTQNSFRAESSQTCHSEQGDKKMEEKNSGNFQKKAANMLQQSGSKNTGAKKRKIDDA
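50 nM RECQ1T1 preincubated 15 min with compound in Tris pH 8.0 buffer with MgCl2, DTT, Tween-20 and 2.5 ug/ml poly(dI-dC); started with 200 nM TAMRA/BHQ-2 forked duplex and 2 mM ATP. Unwinding read as fluorescence (525/598 nm), two reads 2 h apart.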
Tau FP inhib – qHTS for Inhibitors of Tau Fibril Formation, Fluorescence Polarization; K18 P301L tau heparin fibrillization, Alexa594 FP, 6 h; actives 0.39% (n = 280,000); Microtubule-associated protein tau (Homo sapiens), P10636; Potency, µM (top dose mostly 57.7 µM), without a hit: at the top dose activity, negative = inhibition, most hits filed as inhibitors; further: nearly all actives have a fitted effect of over 55% in size
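Human tau K18 […] P301L fragment, 15 uM unlabeled plus 0.24 uM Alexa 594-labeled tau (final), with compound and 20 uM heparin in 100 mM sodium acetate pH 7; 6 hr at 37 C, then Alexa 594 FP read.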
Tau fibril ThT – qHTS for Inhibitors of Tau Fibril Formation, Thioflavin T Binding | Microtubule-associated protein tau (Homo sapiens), P10636 | recombinant tau K18 P301L (four-repeat tau fragment), heparin-induced fibrillization, ThT fluorescence | Potency, µM (top dose mostly 57.4 µM), for inactives: at the highest dose activity, negative = inhibition, usual class: inhibitors | actives 2.1% (n = 270,000); further: nearly all actives have a fitted effect of over 55% in size
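In this qHTS, human K18 P301L tau is incubated with compound and heparin for 6 hr at 37 C, and Thioflavin T fluorescence then reports fibril load.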
TRb-SRC2 inh – qHTS for Inhibitors of the Interaction of Thyroid Hormone Receptor and Steroid Receptor Coregulator 2 | actives 0.065% (n = 280,000) | TRbeta-SRC2 peptide binding, fluorescence polarization; receptor liganded with 1 µM T3 | Potency, µM (doses to about 106 µM), for the others: at the highest dose activity change, negative = inhibition, hits mostly inhibitors | AID 1469, 2008 | Thyroid hormone receptor beta (Homo sapiens), P10828;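 further: plate controls were bound peptide for no effect and peptide without receptor for full effect; nearly all actives have a fitted effect of over 50% in size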
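Human TRb LBD (0.6 uM) plus Texas Red-labeled SRC2 peptide (20 nM), 1uM T3, 5% DMSO, 5 hr at ambient temperature. Decreased polarization (555/632 nm) flags inhibition; data normalized to free and bound peptide controls.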
L3MBTL1 inh – qHTS Assay for the Inhibitors of L3MBTL1. actives 0.66% (n = 230,000). AlphaScreen L3MBTL1–H3K9me1 peptide binding. AID 485360, 2010. Potency, µM (doses to about 57.1 µM), for inactives: at the highest dose activity, negative = inhibition, hits mostly inhibitors. Lethal(3)malignant brain tumor-like protein 1 (Homo sapiens), Q9Y468; further: nearly all actives have a fitted effect of over 60% in size
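AlphaScreen proximity signal between nickel-chelate acceptor and streptavidin donor beads (final 10 ug/mL) reports binding of 50 nM L3MBTL1 to 75 nM biotin-H3 K9me1 peptide; complex incubated with compounds 30 min at room temperature; cefsulodin titration as control.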
TR SRC2 fluor cs – Total Fluorescence Counterscreen for Inhibitors of the Interaction of Thyroid Hormone Receptor and Steroid Receptor Coregulator 2; AID 1479, 2009; TRb/SRC2 Texas Red total fluorescence interference; actives 0.29% (n = 280,000); Potency, µM (top dose mostly 106 µM), inactives show at the top dose fluorescence change, negative = quenching; active means well fitted curve in either direction with a large enough effect; inconclusive means small, poorly fitted or top-dose-only effect
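Flags fluorescent or light-absorbing compounds by total fluorescence, S + 2P, at 555 nm excitation and 632 nm emission. Mixture: 20 nM Texas Red SRC2 peptide, 0.6 uM human TRb LBD, 1 uM T3, 5% DMSO; compound exposure 5 h at ambient temperature.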
Numbers without * were called inactive; i = inactive; ? = inconclusive; . = no result given; & = joins results of further samples; [ ] = another dose, or the depositor's remark. Unless noted, the call rests on the fitted dose curve; in most records, active means well fitted curve in the direction sought with a large enough effect; inconclusive means small, poorly fitted or top-dose-only effect, or another doubt; inactive means no such curve, though single readings can be large; an effect the other way counts as inactive or inconclusive. Unless noted, on the % scale 0 is the no-effect control and ±100 the full control effect; potency means the concentration at half of the fitted maximal effect.

molecule | Tau fibril ThT | Tau FP inhib | RGS12 GoLoco inh | KDM4E inh | TRb-SRC2 inh | L3MBTL1 inh | TR SRC2 fluor cs | RECQ1 inh
CCn1c(SCc2cc(=O)n3ccsc3n2)nc2ccccc21 | ? | -1.0% | 5.7% | -13.0% | -1.0% | . | -0.6% | i
COc1ccc(CNC(=O)CN(Cc2ccccc2)S(=O)(=O)c2ccc(Cl)cc2)cc1 | -18.3% | 0.0% | -9.0% | -3.9% | -2.4% | . | -1.5% | 5.9%
CCn1cnc2sc(C(=O)N3CCN(c4ccc(OC)cc4)CC3)c(C)c2c1=O | -4.8% | 0.0% | -8.8% | -1.1% | -5.6% | -7.6% | -1.9% | -7.7%
Cn1c(=O)cc(SCC(=O)NCc2ccc(F)cc2)c2cc(Cl)ccc21 | 4.5% | -8.5% | . | . | -6.5% | . | 2.0% | .
CCOc1ccc(C(=O)c2cn(CC(=O)Nc3ccc(C)c(C)c3)c3ccc(OCC)cc3c2=O)cc1 | -0.4% | -16.1% | . | . | 0.9% | . | -1.5% | .
CC(=O)/C=C(/C)NC(Cc1c[nH]c2ccccc12)C(=O)O (centres undefined) | -12.2%&13.8% | -2.7%&0.3% | 11.5%&45.0% | -21.2%&-2.3% | 0.3%&12.4% | -3.0%&-11.6% | -6.0%&-1.4% | -2.5%
COc1ccc(CN(C(=O)Nc2cccc(Cl)c2)c2ccccn2)cc1OC | -9.7% | ? | . | . | -14.9% | . | ? | .
COc1ccc(OC)c(N2C(=O)CC(Cc3ccc(Cl)cc3)C2=O)c1 (centres undefined) | -2.0% | -8.6% | -6.0% | 0.0% | -0.2% | -20.3% | -1.9% | -3.8%
COc1ccc(NC(=O)c2ccc(CNS(=O)(=O)c3cccc(OC)c3)cc2)cc1 | -8.4% | ? | -5.7% | -2.1% | 2.7% | . | -2.4% | 35.5µM*
CS(=O)(=O)N(CC(=O)NCCSc1ccc(Cl)cc1)c1ccc2c(c1)OCO2 | -3.0% | 1.9% | -5.6% | 3.4% | -0.8% | ? | -3.5% | -2.2%
CCOC(=O)c1c(-c2ccc(F)cc2)csc1NC(=O)CCN1C(=O)c2ccccc2C1=O | -3.1% | -10.9% | . | -15.8% | -2.0% | -5.0% | -3.0% | -3.8%
CCCCC(CC)CNC(=O)c1ccc2c(c1)OCO2 (centres undefined) | -1.5% | 4.3% | 6.1% | 3.2% | -1.9% | 12.6% | -3.9% | -2.4%
O=C(N/N=C/c1ccc(N2CCOCC2)cc1)c1cccs1 | ? | 2.9% | 32.2%[activator] | -21.2% | 2.2% | -2.8% | -2.6% | -6.9%
CC(=O)N(C)c1ccc(NC(=O)c2ccc([N+](=O)[O-])cc2Cl)cc1 | 5.1% | -0.9% | 2.4% | 1.5% | -5.0%[53 µM] | 6.5% | -0.8%[53 µM] | -0.9%
Nc1nnnn1N=C1CCCCC1 | 0.4% | -1.7% | -6.4% | 2.0% | 9.5% | 2.6% | 1.2% | -1.5%
COC(=O)[C@@]1(Cc2ccc(F)cc2)[C@H]2c3cc(C(=O)N(C)C)n(Cc4ccc(C)c(F)c4F)c3C[C@H]2CN1C(=O)c1ccccc1 | ? | -5.2% | -2.5% | 3.3% | 3.9% | . | -1.4% | i
Cn1nc(C(=O)NCc2ccccn2)c2ccccc2c1=O | -2.5% | 0.9% | 2.9% | 1.4% | -6.8% | -2.4% | 0.1% | -8.0%
CC(Sc1nncs1)C(=O)Nc1ccc(Cl)cn1 (centres undefined) | 3.1% | -2.0% | -1.1% | -0.3% | -1.4% | 6.6% | -0.2% | 0.3%
COc1ccccc1N(CN1CCCC1=O)C(=O)c1c(F)cccc1F | -7.4% | -5.1% | -6.4% | 7.4% | 1.4% | 2.1% | 1.4% | -9.6%
O=[N+]([O-])c1cccc(Cl)c1N1CCOCC1 | -1.8% | -3.5% | 1.5% | -1.4% | -1.4% | -0.8% | -1.3% | -4.7%
Cc1ccc(-n2c(=O)c3oc4ccccc4c3n(CC(=O)Nc3ccccc3)c2=O)cc1C | 11.7% | ? | . | . | 0.3% | . | -2.4% | .
COc1cc(C2C(C#N)=C(C)NC3=C2C(=O)c2ccccc23)cc(OC)c1OC (centres undefined) | ? | -3.8% | 3.4% | -21.3% | 4.3% | -0.8% | 1.2% | ?
CCCCCCn1nnc2sc(-c3ccccc3)cc2c1=O | ? | 10.0% | . | . | -0.5% | . | 1.4% | .
Cc1ccc(-c2ccc(/C=N/n3cnnc3)o2)cc1Cl | ? | 0.8% | 9.2% | ? | -8.8% | 1.4%[11.4 µM] | -1.7% | -5.1%
Cc1cccc(OCC(=O)Nc2ccc3c(C)cc(=O)oc3c2)c1 | -13.2% | -4.8% | -6.8% | ? | -3.0% | 2.7% | -1.9% | -8.8%
CC(O)CNc1nc2c(c(=O)n(C)c(=O)n2C)n1Cc1cccc(Br)c1 (centres undefined) | -9.1% | -5.8% | 8.9% | 0.5% | 6.1% | 8.4% | -1.2% | i
CCCCCCC#Cc1cncc(C(=O)NNC(=O)Nc2cc(Cl)cc(Cl)c2)c1 | 3.7% | ? | -1.1% | -4.5% | -1.5% | 0.4% | 0.8% | i
COc1ccc(Cl)cc1NC(=O)CCCN1C(=O)C(c2ccccc2)Oc2cccnc21 (centres undefined) | -6.3% | -3.7% | . | . | 0.6% | . | -1.0% | .
O=C(Nc1ccc([N+](=O)[O-])cc1)Nc1ccc(OC(F)F)c(Cl)c1 | ? | 10µM* | -3.3% | -3.9% | -2.8% | -4.5% | -1.2% | -15.7%
CCOC(=O)N1CCC(Nc2c(-c3ccc(C)cc3)c(=O)c2=O)CC1 | 9.4% | 1.3% | 5.3% | -6.1% | -29.9% | -4.3% | 0.2% | -11.0%
Cc1ncsc1CCOC(=O)C12CC3CC(CC(C3)C1)C2 | -18.9% | -14.4% | -1.6% | 6.7% | -5.7% | 6.1% | 1.1% | i
CCC(=O)N1c2ccccc2CC1C(=O)NCCc1ccccc1OC (centres undefined) | 11.3% | -1.5% | . | . | -9.1% | . | -1.7% | .
O=C(NCc1ccco1)c1ccc(COCC(F)(F)F)cc1 | 0.7% | 2.9% | -16.1% | -0.8% | -0.6% | . | -0.2% | i
O=C(NC(=S)NNS(=O)(=O)c1ccccc1)c1cccnc1 | -18.4% | ? | 8.0% | 7.1% | -3.3% | 4.9% | -3.7% | 8.1%
CCOC(=O)N1CCN(S(=O)(=O)c2c(C)[nH]c(=O)[nH]c2=O)CC1 | -12.3% | -2.0% | 2.7% | -3.9% | -5.0% | -4.7% | -8.1% | -2.4%
CN(C)c1ccc(P(=O)(Nc2ccccc2)N2CCOCC2)c(NC(=O)c2cccs2)c1 (centres undefined) | -13.8% | 0.1% | 2.7% | 126.0%[activator] | -7.1% | -9.3% | -1.4% | -3.5%

Single records (already shown). Values in the order: Tau fibril ThT | Tau FP inhib | RGS12 GoLoco inh | KDM4E inh | TRb-SRC2 inh | L3MBTL1 inh | TR SRC2 fluor cs | RECQ1 inh
COc1ccc(CN(C(=O)Nc2cccc(Cl)c2)c2ccccn2)cc1OC is entered as -9.7% | ? | . | . | -14.9% | . | ? | .
COc1ccccc1N(CN1CCCC1=O)C(=O)c1c(F)cccc1F is entered as -7.4% | -5.1% | -6.4% | 7.4% | 1.4% | 2.1% | 1.4% | -9.6%

Carrying on.
molecule | Tau fibril ThT | Tau FP inhib | RGS12 GoLoco inh | KDM4E inh | TRb-SRC2 inh | L3MBTL1 inh | TR SRC2 fluor cs | RECQ1 inh
Nc1nnnn1/N=C/c1ccc(N2CCCCC2)c([N+](=O)[O-])c1 | 7.2% | 5.8% | -5.5% | 1.6% | 1.5% | -16.3% | 4.9% | -0.4%
Cc1ccc(S(=O)(=O)N2CCCN(S(=O)(=O)c3ccc(C)cc3)CC2)cc1 | 6.9% | 2.6% | 9.4% | 3.8% | 8.7% | 10.0%[11.4 µM] | 0.6% | -5.7%
COC(=O)c1ccc(C2c3c(oc4ccc(C)cc4c3=O)C(=O)N2Cc2ccc3c(c2)OCO3)cc1 (centres undefined) | 11.7% | 0.7% | . | . | 3.5% | . | -1.5% | .
CCn1c(=O)cc(OCC(=O)Nc2ccccc2C#N)c2ccccc21 | -9.7% | 1.5% | 15.4% | 0.0% | 2.6% | -3.0% | -0.4% | i
CCOc1ccc(CN2CCNC(=O)C2CC(=O)NCCc2ccccn2)cc1 (centres undefined) | -9.1% | 1.9% | -6.2% | -10.1% | -3.7% | 8.0% | -4.8% | i
Cc1csc2c(N(C)CCO)ncnc12 | 6.2% | 2.4% | -10.0% | -1.3% | -0.6% | -4.6% | 0.6% | 4.8%
CC(=O)Nc1ccc(OCc2ccc(S(=O)(=O)Cc3ccccc3)cc2)cc1 | 0.0% | -8.2% | 2.9% | 1.3% | -1.7% | 5.0% | -1.2% | i
CC(O)CNc1nc2ccccc2n1CC(=O)N1CCN(Cc2ccccc2)CC1 (centres undefined) | -4.8% | 5.9% | 4.0% | -4.4% | -1.6% | -2.7% | 0.3% | i
CCOC(=O)N1CCC(NC(=O)C2CCCN2C(=O)OCc2ccccc2)CC1 (centres undefined) | 3.1% | 0.6% | 0.7% | -2.3% | -2.7% | 7.5% | -3.3% | i

A portion of the library; rates above refer to the full screens.
